Compound activity deposited in PubChem BioAssay by National Center for Advancing Translational Sciences (NCATS).
RXFP1 antag: qHTS Assay for Antagonists of the Relaxin Receptor RXFP1; Relaxin receptor 1 (Homo sapiens), Q9HBX9; HEK293-RXFP1, relaxin-stimulated cAMP HTRF, 30 min; stronger effect = lower value; activity change, negative = inhibition, % at 57.5 µM; actives 0.59% (n = 350,000);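 active means activity change of -60% or lower, but not beyond a set lower limit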; further: on the % scale 0 is the no-effect control and ±100 the full control effect
Target sequence (Q9HBX9 whole entry, looked up): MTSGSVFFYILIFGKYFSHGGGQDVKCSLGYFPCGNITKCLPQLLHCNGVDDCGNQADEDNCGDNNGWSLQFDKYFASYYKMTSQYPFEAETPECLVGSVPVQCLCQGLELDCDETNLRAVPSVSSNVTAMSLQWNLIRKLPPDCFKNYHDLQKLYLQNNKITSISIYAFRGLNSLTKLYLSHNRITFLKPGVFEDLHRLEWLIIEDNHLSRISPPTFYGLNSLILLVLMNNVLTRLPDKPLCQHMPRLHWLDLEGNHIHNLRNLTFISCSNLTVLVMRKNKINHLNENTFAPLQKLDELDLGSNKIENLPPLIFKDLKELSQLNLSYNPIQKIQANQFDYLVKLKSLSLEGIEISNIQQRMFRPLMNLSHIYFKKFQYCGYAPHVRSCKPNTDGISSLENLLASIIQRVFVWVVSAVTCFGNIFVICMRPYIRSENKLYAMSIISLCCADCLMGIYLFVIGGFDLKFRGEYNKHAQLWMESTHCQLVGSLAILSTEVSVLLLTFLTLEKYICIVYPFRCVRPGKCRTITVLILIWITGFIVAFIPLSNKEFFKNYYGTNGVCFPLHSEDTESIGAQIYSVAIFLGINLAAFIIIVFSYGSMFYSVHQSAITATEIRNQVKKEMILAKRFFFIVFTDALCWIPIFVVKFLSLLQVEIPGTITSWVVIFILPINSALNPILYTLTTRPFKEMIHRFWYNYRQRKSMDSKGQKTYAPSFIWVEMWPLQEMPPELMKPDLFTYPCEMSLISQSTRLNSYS
TRHR enhancer: qHTS for Small Molecule Agonists and Allosteric Enhancers of Human TRH Receptor: Primary Screen for Enhancers; Thyrotropin-releasing hormone receptor (Homo sapiens), P34981; actives 0.66% (n = 360,000); enhancement, % at 2 µM; TRHR cells, fluo-8 calcium fluorescence, EC20 TRH enhancement; AID 493056, 2011; in the data active means enhancement above about 30%; further: 0% is about no effect
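TRHR-expressing cells loaded with fluo-8 calcium dye were read kinetically (ex 480/em 530) during compound addition, then stimulated with an EC20 of TRH (10 nM final). Enhancement of the Gq-mediated intracellular calcium response was scored.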
D2 antagonist: HTS Assay for Allosteric Antagonists of the Human D2 Dopamine Receptor: Primary Screen for Antagonists | inhibition, % at 10 µM | HEK293 TREx D2 cells, calcium flux, dopamine EC80 | actives 2% (n = 340,000) | AID 485344, 2010; in the data active means inhibition above about 30%; further: 0% is about no effect
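Tetracycline-induced HEK293 TREx cells expressing D2 receptor forced-coupled to calcium signalling, loaded with no-wash calcium dye. Compounds added and calcium flux read 180 s, then dopamine added at EC80 and read a further 180 s.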
D2 ag: HTS Assay for Allosteric Agonists of the Human D2 Dopamine Receptor: Primary Screen for Agonists; D(2) dopamine receptor (Homo sapiens), P14416; HEK293 T-REx D2 cells, calcium flux agonist mode; activation, % at 2 µM; actives 0.53% (n = 340,000); AID 485358, 2010;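 active means activation over 3 SD above normal in the single-dose calcium agonist read, cut at about 30% in these data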; further: 0% is about no effect
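Agonism scored from kinetic calcium signal (1 read/sec, 180 s) following compound pin transfer, after a 10 s baseline. Cells: HEK293 Trex line expressing inducible D2 receptor coupled to calcium, dye-loaded after overnight culture at 30 C.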
TRHR agonist: qHTS for Small Molecule Agonists and Allosteric Enhancers of Human TRH Receptor: Primary Screen for Agonists. activation, % at 2 µM. TRHR cells, calcium flux fluo-8, FDSS agonist mode. actives 0.18% (n = 360,000); further: 0% is about no effect
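Steps: seed TRHR cells overnight; add fluo-8 no-wash Ca dye, RT 30 min–1.5 h; record 10 s baseline; pin-transfer compounds; monitor fluorescence 1 cycle/s for the agonist window. Calcium increases flag candidate agonists.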
D1 potentiator: Potentiators of Human D1 Dopamine Receptor: qHTS; D(1A) dopamine receptor (Homo sapiens), P21728; actives 0.036% (n = 360,000); potentiation, % at 10 µM; HEK293 TREx D1 cells, calcium flux, dopamine EC20 potentiation; AID 504651, 2011; in the data active means potentiation above about 30%; further: 0% is about no effect
D2 PAM: HTS Assay for Positive Allosteric Modulators of the Human D2 Dopamine Receptor: Primary Screen for Potentiators. D(2) dopamine receptor (Homo sapiens), P14416. HEK293 T-REx D2, calcium flux, EC20 dopamine potentiation. potentiation, % at 10 µM. actives 0.34% (n = 340,000);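 active means potentiation over 3 SD above the plate norm, cut at about 30% in these data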; further: 0% is about no effect
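Cells plated with tetracycline inducer and held overnight at 30 C; calcium dye loaded 30–90 min at room temperature; baseline taken, compound added and read 180 s; EC20 dopamine then added and read 180 s.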
D1 agonist: Allosteric Agonists of the Human D1 Dopamine Receptor: qHTS; D(1A) dopamine receptor (Homo sapiens), P21728; actives 1% (n = 360,000); HEK293 T-REx D1 cells, calcium flux, agonist mode; activation, % at 2 µM; further: 0% is about no effect
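Inducible HEK293 T-REx D1 cells, force-coupled to calcium signalling, were plated at 4000 cells/well with tetracycline and held overnight at 30 C. After no-wash calcium dye loading, compound-evoked calcium rise over 180 s flagged agonists.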
D1 antag: Antagonist of Human D 1 Dopamine Receptor: qHTS; HEK293 TREx D1 cells, calcium flux, dopamine EC80; stronger effect = lower value; activity change, negative = inhibition, % at 10 µM; actives 3.2% (n = 360,000); AID 504652, 2011; in the data active means activity change below about -30%; further: on the % scale 0 is the no-effect control and ±100 the full control effect
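Inducible Hek293 Trex D1 cells (tetracycline, overnight, 30 C). Calcium dye 30–90 min RT. Antagonist mode: EC80 dopamine added after 180 s compound read.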
An asterisk follows results filed as active; · = no result given. Unless noted, no stated cut-off is given here; in the data, active means activation above about 30%; inactive means the rest.

Each structure is followed by: RXFP1 antag	TRHR enhancer	D2 antagonist	D2 ag	TRHR agonist	D1 potentiator	D2 PAM	D1 agonist	D1 antag
Cn1c2c(c(=O)n(C)c1=O)C(c1ccccc1F)C(C#N)=C(N)O2 (configuration not stated)
→ -26	2	2	0.5	0.6	4	4	1	8
CCOc1[nH]n(-c2ccc(Cl)cc2)c(=O)c1C=NCC(=O)OC
→ 10	-2	-4	0.7	-0.2	-2	1	0	9
O=C1C=C(c2ccc(-c3ccccc3)cc2)C[C@@H](c2ccc3c(c2)OCO3)C1
→ ·	-7	-8	-0.3	0.2	-1	9	-1	·
COc1ccc(N(Cc2cccs2)C(=O)c2ccccc2C)cc1
→ -28	-5	·	-0.5	-0.1	1	-11	4	-36*
COc1ccccc1NC(=O)NCc1ccc2c(c1)OCO2
→ ·	-11	33*	0.3	-0.9	-6	-11	1	6
CN(C1CCCCC1)S(=O)(=O)c1ccc(NC(=S)NC(=O)c2cccs2)cc1
→ 5	-9	5	-0.1	-0.2	-8	2	1	-5
C=CCn1c2ccccc2c(=O)c2cc(C#Cc3ccccn3)ccc21
→ ·	-1	-5	21	-0.1	-2	-9	-1	·
COc1ccc(-n2c(-c3ccc(Cl)cc3)c[n+]3c2CCCCC3)cc1
→ 1	2	-1	0.5	-0.9	-2	-1	2	14
CCN(CC)C(=O)CSc1ncnc2c1cnn2Cc1ccccc1
→ -6	0	-9	-1.3	-0.5	0	1	4	-5
O=C(CCc1ccccc1)NC1CCSC1=O (configuration not stated)
→ -4	15	5	1.0	0.3	1	-18	1	-6
Cc1ccc(CN(C(=O)Cn2nnc3ccccc32)C(C(=O)NCc2ccco2)c2cccs2)cc1 (configuration not stated)
→ -9	-13	13	-0.1	1.1	3	-2	9	12
CCOCCCNC(=O)Cn1ncc2c([nH]c3ccc(C)cc32)c1=O
→ 7	13	·	1.1	0.9	1	-3	-1	-2
O=C(N/N=C/c1ccco1)c1cc2ccccc2o1
→ 1	-3	-3	0.0	0.1	-8	2	1	10
Cc1noc(C)c1COC(=O)C1CCN(S(=O)(=O)c2c(Cl)cccc2Cl)CC1
→ 8	-17	-7	-0.3	-0.6	-12	-9	3	-26
O=C1c2ccccc2S(=O)(=O)N1CC(O)COc1ccc(Br)cc1 (configuration not stated)
→ -8	3	·	·	0.0	2	·	9	-3

Structures from the list above with an aryl methoxy group, in the order listed:
Each structure is followed by: RXFP1 antag	TRHR enhancer	D2 antagonist	D2 ag	TRHR agonist	D1 potentiator	D2 PAM	D1 agonist	D1 antag
COc1ccc(N(Cc2cccs2)C(=O)c2ccccc2C)cc1
→ -28	-5	·	-0.5	-0.1	1	-11	4	-36*
COc1ccccc1NC(=O)NCc1ccc2c(c1)OCO2
→ ·	-11	33*	0.3	-0.9	-6	-11	1	6
COc1ccc(-n2c(-c3ccc(Cl)cc3)c[n+]3c2CCCCC3)cc1
→ 1	2	-1	0.5	-0.9	-2	-1	2	14

The listing continues:
Each structure is followed by: RXFP1 antag	TRHR enhancer	D2 antagonist	D2 ag	TRHR agonist	D1 potentiator	D2 PAM	D1 agonist	D1 antag
Cc1ccc(C2CC(c3cccs3)n3nc(N)nc3N2)cc1 (configuration not stated)
→ 11	-1	9	-0.9	1.2	0	-10	1	3
O=C(Nc1cc(Cl)cc(Cl)c1)c1ccc(F)c(S(=O)(=O)NCc2ccccc2Cl)c1
→ -21	6	·	0.5	0.7	1	15	6	10
Cc1nn(CCC(=O)Nc2cccc(C#N)c2)c(C)c1S(=O)(=O)N1CCC(C)CC1
→ -1	-8	·	-0.1	-0.9	-1	-5	2	-7
O=C(NCc1ccccc1)c1ccc(NC(=O)C2CCCO2)cc1 (configuration not stated)
→ 1	-4	-1	0.0	2.3	-1	-4	2	13
CCOC(=O)c1ccc2ncc(C(=O)OCC)c(Nc3ccc(N4CCOCC4)cc3)c2c1
→ -11	3	15	-0.7	-0.3	2	13	1	-14
O=C(Nc1ccccc1OC(F)F)c1cccc(S(=O)(=O)N2CCCC2)c1
→ 19	3	-27	0.1	-0.5	-4	10	3	-5
N#Cc1cnn(CC2CCCCC2)c1N
→ -1	30	7	0.1	1.3	0	-2	1	1
COc1ccc(-c2csc(N(CCCN(C)C)C(=O)c3ccccc3F)n2)cc1
→ 2	-5	-6	-0.2	1.4	-16	-17	14	-17
O=C(NC1CC1)C1CCN(C2CCN(C(=O)c3ccc(C(F)(F)F)cc3)CC2)CC1
→ 5	3	3	1.2	0.6	-9	0	0	0
CC(C)(C)c1ccc(NC(=O)Nc2ccc(OCC(=O)N3CCOCC3)cc2)cc1
→ -24	12	1	0.6	-0.2	-2	12	0	4
N#Cc1ccc(COC(=O)CSc2nnc(C3CCCCC3)n2N)cc1
→ -2	3	18	0.4	-0.8	-7	-3	5	-3
Cc1ncc(CN2CCC(C(=O)Nc3ccc(-n4cccn4)cc3)CC2)s1
→ -11	30*	-13	1.9	0.2	13	15	4	2
Cc1cc(C(=O)Nc2nc3c(s2)CCCC3)no1
→ -21	3	·	·	0.2	1	·	3	21
CCOC(=O)C1=C(O)CSC1=Nc1ccc(Cl)cc1
→ 0	-2	-26	-2.4	-0.8	-6	0	0	-5
Cc1nnsc1-c1nnc(SCC(=O)c2ccccc2)n1C1CC1
→ 8	2	2	1.2	-1.0	3	11	2	-17
CC(C)CCNC(=O)C1CC(c2ccccc2C(F)(F)F)=NO1 (configuration not stated)
→ ·	4	-17	0.4	-0.1	3	0	3	19
CCCS(=O)(=O)c1nc(S(=O)(=O)c2ccc(C)cc2)c(NCc2ccccn2)s1
→ 4	-6	-13	-1.2	-0.2	-3	1	1	3
COc1ccc(C(=O)Oc2ccc(C(C)=O)cc2)c(OC)c1
→ -5	4	-14	0.3	-0.7	0	-1	3	-1
O=C(O)CN1C(=O)CC(Cc2ccccc2)C1=O (configuration not stated)
→ 6	20	-9	-0.1	0.2	14	-5	3	17
CCCn1c(NCCO)nc2ccccc21
→ 12	5	1	-0.2	-1.1	5	19	1	2
COc1ccc(C(=O)C(Sc2nnc(C)c(=O)[nH]2)c2ccc(OC)cc2)cc1 (configuration not stated)
→ -8	-2	16	-1.4	-0.6	-1	5	2	11
O=C(C1=C[C@@H](C2CC2)C[C@@H](OCCCCO)O1)N1CCN(Cc2ccccc2)CC1
→ ·	-3	-5	-0.3	-0.2	-7	-6	-7	-16
O=C(Cn1nc(Br)nc1Br)c1ccccc1
→ -1	10	-6	0.5	-0.4	2	-19	3	-6
Cc1cc(OCC(=O)NCCc2ccc(Cl)cc2)c2c(C)cc(=O)oc2c1
→ 32	-7	·	·	-0.6	-5	·	5	-4
Cc1cc(C)c(C(=O)NC2CC(C)(C)Cc3c2cnn3-c2ccccc2)o1 (configuration not stated)
→ -9	-5	24	-1.7	0.3	2	6	-1	-2
COc1ccc(C2/C(=C(/O)c3ccc4c(c3)CC(C)O4)C(=O)C(=O)N2Cc2ccncc2)cc1 (configuration not stated)
→ 10	-1	-7	-0.4	0.2	-5	-7	3	22
O=C(O)c1ccc(/C=C(\c2nc3ccccc3[nH]2)c2nc3ccccc3s2)cc1
→ -13	-3	13	0.5	0.0	4	13	0	-22
CN(Cc1ccccc1)c1nc2c(c(=O)n(C)c(=O)n2C)n1CCSc1ncccn1
→ -1	-2	5	-0.9	-1.5	-3	12	0	3
COc1ccc(NC(=O)CCCNC(=O)Cn2cnc3sc4c(c3c2=O)CCCC4)c(OC)c1
→ -12	5	24	0.4	-0.3	8	-7	0	3
O=[N+]([O-])c1cc(S(=O)(=O)N2CCOCC2)ccc1OCc1cccc(Cl)c1
→ -13	-2	-13	0.7	0.9	-8	8	3	19
CCN(Cc1ccccc1)C(=O)c1ccc2c(=O)n3c(nc2c1)CCC3
→ 5	6	-14	0.5	-0.4	8	-4	1	3
Cc1nn(-c2ccccc2)c(Cl)c1/C=N/NC(=O)c1ccccc1F
→ -15	2	-1	-1.5	0.1	-4	10	1	2
COCC(C)NC(=O)c1ccc(CN2CCc3ccccc3C2)cc1 (configuration not stated)
→ -1	2	-25	2.5	0.3	8	-1	2	46
O=C(Nc1ccccc1N1CCOCC1)c1cccc(NS(=O)(=O)c2ccc(F)c(F)c2)c1
→ 15	-6	48*	-0.5	-0.1	-1	-18	0	-1
CC(C)COC(=O)C(C)Nc1n[nH]c(=S)[nH]c1=O (configuration not stated)
→ -23	11	-1	0.2	-0.2	-1	12	2	10
CCN(C(=O)c1cc2c(s1)-c1c(C)cccc1OC2)c1cc(C)ccc1C
→ -26	-3	·	·	0.1	-1	14	1	3
Cc1nn(Cc2ccccc2)c(C)c1C(=O)OCC(=O)c1cc(C)n(C2CC2)c1C
→ -6	-18	2	0.8	-1.3	1	-1	4	5
Cc1cccc(-c2nnc(SCCC(=O)N3CCOCC3)o2)c1
→ -19	6	3	-1.5	-0.8	-4	0	4	8
Cc1ccc(C)n1-c1cccc(NC(=O)c2ccccc2)c1
→ -2	6	-6	0.1	-0.1	-6	-5	4	-4
COc1ccccc1CNCc1cc(OC)c(OC)cc1OC
→ 5	2	1	0.7	0.3	-17	10	2	-7
Cc1c(Cl)cccc1N(CC(=O)O)S(C)(=O)=O
→ -4	5	0	0.3	0.1	-1	-3	1	4
COc1ccc(C(=O)c2ccccc2)c2c(O)ccc(C(=O)c3ccccc3)c12
→ -21	-5	·	·	-0.2	1	·	3	-18
CCOc1ccc(C(=O)Nc2ccc(-n3nncc3-c3ccccc3)cc2)cc1OCC
→ -18	-5	·	·	0.8	-1	-9	4	0
CCCOc1nnnn1-c1ccccc1
→ 5	-2	-38	-0.5	-0.5	-1	-2	3	13
Cn1c(SCC(=O)N2c3ccccc3Sc3ccccc32)nnc1-c1ccco1
→ 0	-7	-28	-0.9	-0.2	-2	10	2	6
O=C(OCC(=O)c1cccs1)c1ccccc1
→ -14	4	4	0.3	-0.3	-13	1	20	-20
CC(C)CN(C(=O)COC(=O)C(C)N1C(=O)c2ccccc2C1=O)c1c(N)n(Cc2ccccc2)c(=O)[nH]c1=O (configuration not stated)
→ -9	-4	·	·	-0.2	-5	-5	3	4
CC1CCCC(C)N1NC(=O)c1ccc(Cl)c(S(N)(=O)=O)c1 (configuration not stated)
→ ·	3	-13	3.1	0.8	6	-7	-1	10
